RGS12 GoLoco inh – inhibitors of human Gai1-RGS12 GoLoco interaction (red fluorophore); P63096; Gai1:RGS12 GoLoco peptide FP, rhodamine, 10 min; Potency, µM (highest dose often 61.6 µM), without a hit: top-dose activity, negative = inhibition, usual class: inhibitors; 230,000 compounds, 0.44% hits; AID 880; active = well fitted inhibition curve with a large enough effect, not every such curve was filed as active; inactive = no such curve, though single readings can be large or run the other way; also: % is scaled to controls: 0 for no effect and ±100 for the full control effect; nearly all actives have a fitted effect of over 30% in size; many of its hits are not listed in these tables
Target sequence (P63096 whole entry, looked up): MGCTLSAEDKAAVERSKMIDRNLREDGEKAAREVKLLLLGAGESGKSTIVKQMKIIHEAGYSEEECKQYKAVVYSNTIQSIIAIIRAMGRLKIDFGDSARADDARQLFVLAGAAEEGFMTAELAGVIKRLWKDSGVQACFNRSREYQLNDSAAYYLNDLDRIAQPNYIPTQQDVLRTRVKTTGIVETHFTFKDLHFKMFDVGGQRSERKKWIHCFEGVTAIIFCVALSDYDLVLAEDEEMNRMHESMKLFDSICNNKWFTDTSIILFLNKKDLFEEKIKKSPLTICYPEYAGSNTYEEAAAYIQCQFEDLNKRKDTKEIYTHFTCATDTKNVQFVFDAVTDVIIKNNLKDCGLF
aGlu spleen mod – inhibitors or activators of human alpha-glucosidase in spleen homogenate; P10253; human spleen homogenate, 4-MU-alpha-glucoside fluorescence; Potency, µM (series often up to 79.9 µM), for the others: at the highest dose activity change, negative = inhibition, most hits filed as inhibitors; 240,000 compounds, 0.006% hits; AID 2112;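 also: 0% = enzyme with vehicle and -100% = no enzyme basal signal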
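Human spleen homogenate (1 ug) with 4-methylumbelliferyl-alpha-D-glucopyranoside (1 mM final) in 50 mM citrate/phosphate pH 5.0, 0.01% Tween-20; 40 min at 37 C. Stopped at pH 10; 4-MU fluorescence Ex 365/Em 440 nm; AC50 by Hill fit.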
GAA inh – blocks human lysosomal alpha-glucosidase; Potency, µM (top dose mostly 76.9 µM), without a hit: at the highest dose activity change, negative = inhibition, usual class: inhibitors; 200,000 compounds, 0.005% hits; P10253; purified human GAA, 4-MU-alpha-glucoside fluorescence;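 also: plate controls were uninhibited enzyme wells for no effect and no-enzyme background for full effect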
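Enzyme (4 nM final) mixed with compound (up to 77 uM), then 4-MU-alpha-D-pyranoside (400 uM final) added; 20 min at room temperature, pH 5.0. Reaction stopped at pH 10, fluorescence read, AC50 derived by Hill fit.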
SMN2 splice enh – increases expression of the SMN2 splice variant; Potency, µM (doses to about 46.1 µM), for the others: top-dose activity change, positive = activation, hits mostly activators; 210,000 compounds, 2.8% hits; HEK293 SMN2-luciferase splicing reporter, luminescence, 30-36 h; also: % of control where 0% means no effect; nearly all actives have a fitted effect of over 55% in size
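HEK293 cells carry an SMN2 […]–luciferase reporter in which exon 7 inclusion puts luciferase in frame. Cells were plated 10-12 h before compound addition, then incubated 30-36 h at 37C. ONE-Glo luminescence was read; sodium butyrate at 4.5 mM final served as control.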
GAA glycogen mod – alters human alpha-glucosidase cleavage of glycogen. recombinant GAA, glycogen substrate, Amplex Red glucose oxidase fluorescence. 300,000 compounds, 0.38% hits. P10253. Potency, µM (top dose mostly 76.4 µM), inactives show at the top dose activity change, negative = inhibition, hits mostly inhibitors;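 also: 0% = full enzyme reaction and -100% = no-enzyme basal signal; the screen sought inhibitors and activators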
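Recombinant enzyme (4 nM final) with compounds titrated up to 77 uM and bovine liver glycogen (30 ug) in citrate pH 5.0, 0.01% Tween-20, 37 C 40 min. Released glucose detected by Amplex Red/glucose oxidase (Ex 573/Em 610); AC50 from Hill fits.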
ALDH1A1 block – ALDH1A1 (human) enzyme inhibition. AID 1030. 220,000 compounds, 7.3% hits. Potency, µM (series often up to 75.3 µM), for inactives: top-dose activity, negative = inhibition, hits mostly inhibitors. P00352. Purified ALDH1A1, NADH fluorescence, propionaldehyde substrate; active = well fitted inhibition curve with a large enough effect, not every such curve was filed as active; inconclusive = small, poorly fitted or top-dose-only effect, or another doubt; inactive = no such curve, though single readings can be large or run the other way;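 also: plate controls were no enzyme wells and a reference inhibitor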
aGal spleen mod – alpha-galactosidase A (human) modulation. 240,000 compounds, 0.008% hits. P06280. Potency, µM (highest dose often 80 µM), inactives show at the top dose activity change, negative = inhibition, usual class: inhibitors. human spleen homogenate, 4MU-alpha-Gal fluorescence, 40 min. AID 2107;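 also: 0% = enzyme with vehicle and -100% = no enzyme basal signal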
Target sequence (P06280 32-429 limits assumed): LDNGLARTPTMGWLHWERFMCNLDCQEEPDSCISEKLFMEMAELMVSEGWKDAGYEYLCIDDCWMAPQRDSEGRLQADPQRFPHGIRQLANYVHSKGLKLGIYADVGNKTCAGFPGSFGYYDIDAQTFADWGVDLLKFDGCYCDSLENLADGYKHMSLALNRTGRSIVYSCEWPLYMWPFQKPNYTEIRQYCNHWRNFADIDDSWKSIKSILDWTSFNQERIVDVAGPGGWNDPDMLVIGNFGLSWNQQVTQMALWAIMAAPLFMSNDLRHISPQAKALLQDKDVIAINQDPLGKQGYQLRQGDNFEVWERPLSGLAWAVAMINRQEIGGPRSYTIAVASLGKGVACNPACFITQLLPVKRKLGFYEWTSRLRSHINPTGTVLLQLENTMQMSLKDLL
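Human spleen homogenate (1 ug) as enzyme source, 4-methylumbelliferyl-alpha-D-galactopyranoside 1 mM final, citrate/phosphate pH 5.0 with 0.01% Tween-20. Compounds 40 min at 37C, NaOH/glycine stop; fluorescence Ex 365/Em 440, Hill-fit AC50.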
JMJD2E inh – inhibitors of human JMJD2E histone demethylase; B2RXH2; AID 2147; Potency, µM (series often up to 57.1 µM), for the others: top-dose activity change, negative = inhibition, most hits filed as inhibitors; 230,000 compounds, 1.6% hits; JMJD2E catalytic domain, FDH-coupled NADH fluorescence (FDH is formaldehyde dehydrogenase); active = well fitted inhibition curve with a large enough effect, not every such curve was filed as active; inconclusive = small, poorly fitted or top-dose-only effect, or another doubt; inactive = no such curve, though single readings can be large or run the other way;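 also: 0% = wells with enzyme and -100% = buffer wells without enzyme; nearly all actives have a fitted effect of over 50% in size; many of its hits are not listed in these tables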
Active calls of the source: *; u = inconclusive; x = not tested or not shown; & = joins results of further samples; [ ] = remark or other dose. Unless noted, calls follow the shape of the dose curve; as a rule, active = well fitted curve in the direction sought with a large enough effect; inconclusive = small, poorly fitted or top-dose-only effect, or another doubt; inactive = no such curve, though single readings can be large; an effect the other way counts as inactive or inconclusive. Potency is read from the fitted curve at half-maximal effect.

canonical_smiles,RGS12 GoLoco inh,aGlu spleen mod,GAA inh,SMN2 splice enh,GAA glycogen mod,ALDH1A1 block,aGal spleen mod,JMJD2E inh
O=C1C2C3C=CC(CC3)C2C(=O)N1/N=C/c1c[nH]c2ccccc12 (stereo unspecified),2%,1%,0%,92%,11%,u,0%,3%
COc1ccc(S(=O)(=O)NCc2ccccc2Cl)cc1OC,-9%,4%,10%,x,5%,9%,10%,0%
CC(=O)Oc1ccc2c(c1)O/C(=C\c1ccncc1)C2=O,9%,-2%,x,x,2%,x,0%,-12%
N#Cc1c(-c2cccc(Cl)c2)[nH]c(=S)[nH]c1=O,5%,-4%,x,x,-16%,x,-5%,-7%
CCOC(=O)C1=C(C)OC(N)=C(C#N)C1c1ccc(C)s1 (stereo unspecified),0%,-4%,-3%,-18%,-3%,22µM*,-12%,u
Cc1cccc(N2CCN(C(=O)C3CCN(S(=O)(=O)N4CCOCC4)CC3)CC2C)c1 (stereo unspecified),-2%,-13%,1%,-31%[inhibitor],9%,u,-28%,-5%
Cc1cc(/C=C2\Sc3ccccc3N2C)cc(C)[n+]1CC1CCCO1 (stereo unspecified),7%,-6%,-14%,-83%[inhibitor],18%,u,-23%,-24%
CCOc1ccc(C(=O)N2CCN(c3cnn(-c4ccccc4)c(=O)c3Cl)CC2)cc1,2%,-5%,3%,x,14%,u,-5%,7%
CN1/C(=C\C=Nc2ccc3ccccc3c2)C(C)(C)c2ccccc21,27%,-14%,-7%,8%,3%,u,14%,u
CC1CCC(C(C)C)C(OCC(O)CNC(C)C)C1 (stereo unspecified),9%,-3%,x,x,-7%,x,4%,1%
O=C(/C=C\c1ccco1)Nc1ccc(N2CCN(C(=O)c3ccccc3)CC2)cc1,-19%,2%,-1%,-3%,-2%,-8%,9%,-2%
COc1ccc(Cl)cc1Nc1cc(C)nc2nc(C)nn12,5%,-1%,2%,-6%,-3%,-3%,4%,7%
O=C(COc1cccc2ccccc12)N/N=C/c1ccc(Sc2nc3ccccc3s2)o1,0%,10%,-4%,-10%,-2%,u,9%,u
COc1ccc(C2C=C(Nc3ccccc3)C(=O)N2c2ccccc2)cc1OC (stereo unspecified),-8%,7%,-21%,-14%,-5%,u,4%,u
O=C(COc1ccc(S(=O)(=O)N2CCOCC2)cc1)N1CCCCCC1,9%,6%,2%,16%,-13%,-3%,6%,12%
CCOc1cccc2cc(C(=O)N3CCN(C/C=C/c4ccccc4)CC3)c(=O)oc12,-3%,-1%,-2%,-16%,-2%,14µM*,2%,-23%
C=C(C(=O)O)C1CCC2(C)CCCC(C)(O)C2C1 (stereo unspecified),-10%,3%,x,x,-3%,x,6%,9%
COc1ccc(CC(=O)NCc2csc(-c3cccs3)n2)cc1OC,5%,-3%,x,x,0%,x,-2%,u
COc1ccc(/C=C/c2nnc(NC(=O)C(C)(C)C)s2)cc1,7%,-2%,x,x,0%,x,10%,u
Cc1nc(-c2ccccc2)sc1C1(C)CC(c2c(Cl)cccc2Cl)=NO1 (stereo unspecified),1%,0%,x,x,-4%,x,2%,u
CNC(=S)N/N=C(\C)c1ccc(-n2ccnc2)cc1,0%,1%,u,-5%,-20%,-13%,9%,0%
[O-]/C(=C(\C(=S)Nc1cccc2ccccc12)[n+]1ccccc1)c1cccs1,47%[activator],-9%,1%,-21%,-12%,u,5%,u
O=C(Cn1c(=O)oc2cc(S(=O)(=O)N3CCCC3)ccc21)NCc1ccc(F)cc1,4%,2%,-6%,-23%&-21%,0%[76.3 µM],u,6%,-4%
Cc1cccc(Cn2ccc(NC(=O)c3cccnc3)n2)c1,2%,-2%,x,x,-3%,-6%,-8%,9%
Clc1ncnc2scc(-c3ccccc3)c12,4%,-6%,-10%,1%,-1%,4%,-23%,1%
c1cncc(CNc2ccnc(-c3cccnc3)n2)c1,-26%,14%,x,x,x,-112%,12%,x
O=C(Nc1ccc(S(=O)(=O)N2CCCC2)cc1)c1cnccn1,8%,-5%,0%,x,-9%,-8%,3%,-2%
COC(=O)N1C2(C=CC1(C)C(=O)NCc1ccc(N(C)C)cc1)CCCCC2 (stereo unspecified),2%,-9%,x,-3%,x,25µM*,1%,-7%
C[N+](C)(C)CCOC(N)=O,-7%,2%,x,10%,x,6%,-2%,1%
CCOc1ccc(-c2nc(-c3cccs3)c(CC(=O)O)s2)cc1OC,13%,-8%,2%,15%,-8%,u,11%,u
CCOC(=O)c1nnn(-c2nonc2N)c1-c1ccc(C)cc1,12%,-1%,-4%,-7%,-2%,0%,6%,2%
CC(=O)c1cn(CC(=O)Nc2ccc(C)c(C)c2)c2ccccc12,2%,5%,7%,-38%[inhibitor],6%,1%,2%,-5%
CCN(Cc1cc2cc(OC)ccc2[nH]c1=O)C(=O)Cc1ccc(OC)cc1,-6%,3%,12%,-20%,2%,u,11%,u
CCOC(=O)NC(=O)/C(C#N)=N\Nc1cccc(OC)c1,0%,-11%,-6%,15%,-2%,4%,-2%,-11%
CCC(C(=O)Nc1ccc(C)cc1)c1ccccc1 (stereo unspecified),-7%,2%,-4%,-1%,-4%,u,1%,-5%
CCN1C(c2ccccc2)=C(c2ccccc2)S/C1=C/C=C1\SC(=S)N(C)C1=O,11%,11%,-2%,-55%[inhibitor],-22%,u,-1%,1%
O=C(CCN1C(=O)C2C3C=CC(C3)C2C1=O)N1CCN(c2ccccc2F)CC1 (stereo unspecified),6%,-6%,u,27%,1%,u,-11%,1%
CN(C)c1ccc(C(=O)N2CCCC2)cc1,2%,-4%,7%,20%,1%,u,-5%,12%
CCCOC(=O)c1ccc(NS(=O)(=O)c2cccs2)cc1,8%,-12%,-4%,-8%,-14%,u,-9%,-8%
O=C(CSc1nnc(-c2ccccn2)n1-c1ccccc1)Nc1ccc2c(c1)OCO2,5%,2%,-5%,-21%,7%,7%,2%,-2%
CCOc1ccc2nc(Cl)c(C3CC(c4ccco4)=NN3S(C)(=O)=O)cc2c1 (stereo unspecified),201%[activator],-15%,x,x,-7%,x,8%,-21%
O=C(CC1SC(N2CCCCC2)=NC1=O)Nc1cccc(C(=O)O)c1 (stereo unspecified),-7%,2%,2%,-1%,6%,4%,-16%,4%
CCOC(=O)C(C#N)C(Cc1ccccc1)c1ccco1 (stereo unspecified),21%,-11%,2%,u,-10%,-12%,-5%,-7%
O=C(CSC1=NCCS1)Nc1cccc2ccccc12,6%,-1%,-4%,3%,-18%,u,-2%,-9%
COc1cc(-c2noc(CCC(=O)Nc3cccnc3)n2)cc(OC)c1OC,x,8%,-7%,x,-15%,5%,8%,5%
O=C(C1CCCO1)N1CCN(C(=S)Nc2ccc(F)cc2)CC1 (stereo unspecified),-5%,-3%,-4%,-1%,-5%,1%,-2%,-2%
Cc1cnc(CNc2nc(-c3ccccc3Cl)nc3ccccc23)cn1,9%,-2%,x,x,x,14µM*,-24%,x
CS/C(=N\S(=O)(=O)c1ccc(Cl)cc1)c1ccccc1,2%,-4%,2%,u,-4%,-1%,1%,-5%
O=C(Nc1ccccc1Cl)c1ccccc1Cc1ccccc1,7%,-5%,-10%,-8%,7%,2%,-17%,-5%
Cc1ccc2c(c1)C1CN(C)CCC1N2C(=O)COc1ccc(N(C)C(=O)C(C)(C)C)cc1 (stereo unspecified),7%,11%,-3%,7%,-18%,-4%,10%,4%
CC(C)CSc1nc2ccccc2c(=O)[nH]1,8%,-2%,0%,4%,3%,4%,-2%,-9%
CC(=O)OCC(=O)Nc1ccc([N+](=O)[O-])cc1Cl,-3%,x,-2%,-10%,-1%,8%,-8%,0%
NC(=O)NOCc1ccc(Cl)cc1Cl,5%,-2%,-2%,20%,-1%,1%,-1%,-2%
COc1ccc(CSc2nnc(C)n2N)cc1[N+](=O)[O-],5%,0%,u,-5%,12%,13µM*,2%,-3%
CCN(CC)S(=O)(=O)c1ccc(Cl)c(OC)c1,-4%,-8%,-9%,-15%,0%,17%,13%,8%
CCCCCCN(C(=O)CCCCCN1C(=O)NC(c2ccc(-c3ccccc3)cc2)C(C(=O)OCc2ccccc2)=C1C)C(C(=O)NCCCC)C1CCCCC1 (stereo unspecified),-2%,9%,x,x,3%,x,6%,-14%
CCCCCC1NC(=O)NC1CCCCCC(=O)O (stereo unspecified),-1%,-6%,-1%,-2%,0%,0%,-5%,3%
c1coc(CN(Cc2ccco2)c2ncnc3c2oc2ccccc23)c1,1%,-2%,-7%,-87%[inhibitor],-17%,u,2%,-10%
COc1ccccc1N1CCN(C(=O)c2n[nH]c3ccccc23)CC1,4%,-19%,0%,7%,1%,14%,3%,7%
Cn1cc(CN2CCCC(C(=O)c3cc(F)ccc3F)C2)c2ccccc21 (stereo unspecified),11%,3%,-6%,x,-11%,-9%,2%,3%

The list continues.
canonical_smiles,RGS12 GoLoco inh,aGlu spleen mod,GAA inh,SMN2 splice enh,GAA glycogen mod,ALDH1A1 block,aGal spleen mod,JMJD2E inh
CCOc1ccccc1N(CC(=O)Nc1ccccc1C(=O)NCc1ccco1)S(C)(=O)=O,2%,-2%,-9%,x,-9%,-12%,0%,1%
CCOCCCN(C(=O)Cn1nnc(-c2ccc(OC)c(OC)c2)n1)C(CC)C(=O)NC1CCCC1 (stereo unspecified),0%,4%,5%,7%,0%,2%,13%,-23%
CC(C)(CO)NC(=O)C12CC3CC(CC(Br)(C3)C1)C2,7%,-14%,x,x,7%,x,0%,5%
C=CC(C)N1C(=O)S/C(=C\c2ccc(N3CCOCC3)cc2C)C1=O (stereo unspecified),-6%,0%,4%,-38%[inhibitor],-7%,u,2%,-2%

The list is partial, so the mix of outcomes need not match the whole.
